# High-throughput results: PubChem BioAssay, National Center for Advancing Translational Sciences (NCATS)
# PI4K2A block: blocks human PI4K2A kinase activity; Q9BTU6; hit rate 0.13% among 420,000; AID 1346378; activity change, negative = inhibition, % at 76.9 µM; purified PI4K2A, ADP-Glo luminescence, 1 h; stronger effect = lower value; in the data active means activity change below about -50%; inconclusive means mostly about -30% to -49%;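 further: -100% = wells without enzyme as full effect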
# Target sequence (Q9BTU6 whole entry, looked up): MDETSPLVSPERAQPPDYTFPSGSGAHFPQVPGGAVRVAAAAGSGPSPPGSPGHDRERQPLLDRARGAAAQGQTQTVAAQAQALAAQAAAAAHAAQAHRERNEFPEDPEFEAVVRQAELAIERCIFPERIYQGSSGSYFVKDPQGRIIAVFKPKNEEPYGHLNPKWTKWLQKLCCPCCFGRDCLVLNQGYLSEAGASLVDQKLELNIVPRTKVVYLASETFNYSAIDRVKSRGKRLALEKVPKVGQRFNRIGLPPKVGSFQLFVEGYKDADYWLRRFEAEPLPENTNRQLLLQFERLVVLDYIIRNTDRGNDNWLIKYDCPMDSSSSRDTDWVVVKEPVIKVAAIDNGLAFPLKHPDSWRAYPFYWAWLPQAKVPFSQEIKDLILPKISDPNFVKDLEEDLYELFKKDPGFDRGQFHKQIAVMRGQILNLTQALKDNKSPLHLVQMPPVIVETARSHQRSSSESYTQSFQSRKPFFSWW
#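 Compounds are screened against recombinant PI4K2A using PI as substrate and ATP, the latter dispensed at 300 microM. Reactions run one hour at ambient temperature before ADP-Glo detection; full inhibition defined by wells lacking enzyme.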
# G9a block: blocks human histone lysine methyltransferase G9a; G9a H3K9 monomethylation, AlphaScreen, 2 h; Potency, µM (top dose mostly 102 µM), without a hit: at the highest dose activity, negative = inhibition, hits mostly inhibitors; hit rate 8.8% among 350,000; AID 504332; further: potency means the concentration at half of the fitted maximal effect; on the % scale 0 is the no-effect control and ±100 the full control effect; nearly all actives have a fitted effect of over 75% in size
# Target sequence (Q96KQ7 913-1193 limits assumed): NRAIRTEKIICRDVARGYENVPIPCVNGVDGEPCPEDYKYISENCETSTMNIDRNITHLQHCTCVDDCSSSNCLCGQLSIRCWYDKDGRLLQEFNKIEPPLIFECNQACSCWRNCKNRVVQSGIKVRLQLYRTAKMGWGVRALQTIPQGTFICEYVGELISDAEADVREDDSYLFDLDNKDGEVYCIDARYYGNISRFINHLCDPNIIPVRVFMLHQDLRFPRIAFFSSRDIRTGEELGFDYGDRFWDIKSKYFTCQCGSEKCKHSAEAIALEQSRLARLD
#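 Enzyme 20 nM + cpd, 15 min RT; add b-H3K9 pep 500 nM / SAM 20 uM; 2 h RT; anti-H3K9me1 Ab 0.5 ug/mL + SA donor / anti-rabbit acceptor beads 20 ug/mL each, 10 min; AlphaScreen read.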
# GLS inhibitor: blocks human kidney-isoform glutaminase activity; AID 624170; GLS enzymatic activity, qHTS titration; O94925; hit rate 0.21% among 410,000; Potency, µM (titrated, usually from 45.5 µM), for inactives: top-dose activity change, negative = inhibition, most hits filed as inhibitors; further: potency means the concentration at half of the fitted maximal effect; on the % scale 0 is the no-effect control and ±100 the full control effect
#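 Coupled fluorescence readout: glutamate oxidase/HRP/Amplex Red detect glutamate formed by hKGA from L-glutamine (1 mM solution added). Buffer 45 mM KH2PO4 pH 8.2, 0.02% Tween-20; reads at t0 and 30 min RT.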
# Pol eta inh: DNA polymerase eta (human) inhibition; AID 588591; hit rate 1.2% among 390,000; recombinant Pol eta, fluorescent DNA replication assay; Potency, µM (top dose mostly 114 µM), inactives show top-dose activity change, negative = inhibition, actives largely listed as inhibitors; Q9Y253; further: potency means the concentration at half of the fitted maximal effect; on the % scale 0 is the no-effect control and ±100 the full control effect
#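 Pol eta at 10 nM preincubated with compounds 15 min at room temperature; reaction started with fluorescent substrate (50 nM final) and read kinetically at 0 and 10 min.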
# Tb PGK inh: T. brucei PGK inhibition | P07378 | PGK/GAPDH coupled, Kinase-Glo luminescence, 60 min | Potency, µM (titrated, usually from 57.5 µM), for the others: at the highest dose activity change, negative = inhibition, hits mostly inhibitors | hit rate 0.043% among 380,000 | AID 602233; further: potency means the concentration at half of the fitted maximal effect; on the % scale 0 is the no-effect control and ±100 the full control effect; nearly all actives have a fitted effect of over 60% in size
#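 Recombinant glycosomal PGK reaction used 1,3-bisphosphoglycerate generated in-well by GAPDH (100nM final) in 100mM TEA pH 7.6, 5mM MgCl2, 0.01% Tween-20. After 60 minutes at room temperature, ATP was read by Kinase-Glo Plus luminescence end-point.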
# HP1b chromo inh: HP1-beta chromodomain-methylated histone interaction inhibition; P83916; AlphaScreen HP1-beta / biotin-H3K9me3 peptide binding; Potency, µM (top dose mostly 114 µM), without a hit: top-dose activity change, negative = inhibition, usual class: inhibitors; hit rate 0.56% among 390,000; further: potency means the concentration at half of the fitted maximal effect; nearly all actives have a fitted effect of over 70% in size; inactives centre near 23
# Target sequence (P83916 whole entry, looked up): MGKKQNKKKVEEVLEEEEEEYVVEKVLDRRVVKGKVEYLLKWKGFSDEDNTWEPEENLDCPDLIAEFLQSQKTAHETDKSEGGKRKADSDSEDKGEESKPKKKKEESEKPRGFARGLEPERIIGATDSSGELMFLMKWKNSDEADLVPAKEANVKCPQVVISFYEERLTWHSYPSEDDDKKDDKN
#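 Compound inhibition of the preformed complex between 50 nM HP1-beta and 50 nM biotinylated H3K9me3 peptide was read by AlphaScreen. Buffer was PBS pH 7.4 with 0.01% Tween-20. Incubations ran 30 min at room temperature, with 10 ug/mL donor/acceptor beads.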
# JMJD2A Tudor inh: blocks the human JMJD2A Tudor domain. O75164. AlphaScreen JMJD2A-Tudor / H3K4me3 peptide binding. Potency, µM (titrated, usually from 114 µM), for inactives: at the highest dose activity change, negative = inhibition, actives largely listed as inhibitors. hit rate 4.4% among 390,000. AID 504339; further: potency means the concentration at half of the fitted maximal effect; on the % scale 0 is the no-effect control and ±100 the full control effect; nearly all actives have a fitted effect of over 50% in size
# Pin1 inh: human Pin1 inhibition; Q13526; Pin1 FP peptide displacement, HiFluor488, 10 min; Potency, µM (doses to about 115 µM), for inactives: at the highest dose activity, negative = inhibition, usual class: inhibitors; hit rate 0.009% among 390,000; AID 504891; active means well fitted inhibition curve with a large enough effect in the polarisation, with a control signal flat, not every such curve was filed as active; inconclusive means small, poorly fitted or top-dose-only effect, or effect the other way, or a change in a side signal; inactive means no such curve, though single readings can be large or run the other way; the % refers to the polarisation; further: potency means the concentration at half of the fitted maximal effect; on the % scale 0 is the no-effect control and ±100 the full control effect
# BAZ2B inh: BAZ2B (human) inhibition | Q9UIF8 | AlphaScreen BAZ2B-H3K14Ac peptide displacement | Potency, µM (series often up to 114 µM), inactives show at the top dose activity change, negative = inhibition, usual class: inhibitors | hit rate 4.4% among 360,000; further: potency means the concentration at half of the fitted maximal effect; on the % scale 0 is the no-effect control and ±100 the full control effect; nearly all actives have a fitted effect of over 60% in size
#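 AlphaScreen luminescence quantifies BAZ2B engagement of H3K14Ac peptide; the protein and biotinylated peptide are both at 50 nM final, buffer PBS pH 7.4 with 0.01% Tween-20, all steps at room temperature.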
# Numbers without * were called inactive; i = inactive; ? = inconclusive; nt = not tested or not shown; & = joins results of further samples; [ ] = another dose, or the depositor's remark. Unless noted, the call rests on the fitted dose curve; in most records, active means well fitted curve in the direction sought with a large enough effect; inconclusive means small, poorly fitted or top-dose-only effect, or another doubt; inactive means no such curve, though single readings can be large; an effect the other way counts as inactive or inconclusive.
SMILES,PI4K2A block,G9a block,GLS inhibitor,Pol eta inh,Tb PGK inh,HP1b chromo inh,JMJD2A Tudor inh,Pin1 inh,BAZ2B inh
Cc1cccc(OC(C)C(=O)NCC2(N(C)C)CCCCC2)c1C (stereo not drawn),0,-16%[59 µM],5%,-30%,-5%,53%[activator],0%,-3%,-13%
CNS(=O)(=O)c1ccc(N=Cc2c(O)n(-c3ccccc3)c(=O)[nH]c2=O)cc1,-10,?,6%,7%,0%,65%[activator],-8%,30%[activator],-11%
COc1ccc(CC(=O)Nc2ccc3c(C(F)(F)F)cc(=O)oc3c2)cc1OC,-4,17%,-6%,-23%,i,25%,-8%,5%,-9%
O=C1NC(=O)N(Cc2ccc(F)cc2)C(=O)/C1=C\c1ccc([N+](=O)[O-])s1,-15,6.3µM*,10%,28µM*,-25%,?,20µM*,10µM*,35µM*
CN(C)C(=O)Oc1ccnc2cc(Cl)ccc12,2,2%,10%,-17%,i,-2%,-3%,0%,-12%
C[C@]12CC[C@H](O)C[C@H]1CC[C@@H]1[C@@H]2CC[C@]2(C)[C@@H](C3=CC(=O)OC3)CC[C@]12O,0,?,1%,5%,0%,62%[activator],1%,6%,2%
CCOC(=O)c1ccc(-n2c(N)c(C(=O)NCC3CCCO3)sc2=S)cc1 (stereo not drawn),-1,10µM*,-17%,9%,0%,14µM*,?,-3%,?
Clc1cccc(CNCCc2c[nH]c3ccccc23)c1,6,11%[2.33 µM],12%,-19%,-3%,?,7.1µM*,-6%,50µM*
CCC(=NCc1ccco1)c1c(O)[nH]c(=O)[nH]c1=O,-1,-30%[2.33 µM],-8%,-11%,-8%,20%,-4%,-1%,3%
N#Cc1ccccc1NC(=O)CN1CC=C(c2ccccc2)CC1,6,1%,0%,-21%,0%,23%,6%,-2%,-1%
Cc1ccc(C2CN(C)CC2C(=O)c2ccc(F)cc2)cc1 (stereo not drawn),5,8%,10%,2%,4%,10%,-16%,2%,-13%
CCC(C)N1Cc2ccccc2C1=N (stereo not drawn),0,nt,1%,-1%,-7%,13%,-9%,-11%,3%
CN(C)P(=O)(C(Cl)=C(N1CCCCC1)N1CCCCC1)N(C)C,0,14%[59 µM],9%,1%,nt,24%,-20%,-8%,2%
C[C@]12N[C@H](Cc3ccccc31)c1ccccc12,0&4&4,74%[activator][12.7 µM],-1%&5%&-6%,-10%,6%,84%&23%[activator],-10%&-18%,7%&1%,nt
Cn1c(O)c(/C=N/N2CCOCC2)c(=O)n(C)c1=S,-1,nt,-12%,-14%,-4%,7%,-9%,6%,-12%
O=C(COc1ccccc1)N1CCN(C2CCCC2)CC1,11,10µM*,6%,15%,-3%,-55%,7.9µM*,-2%,-106%
Fc1ccc(CNC2CN3CCC2CC3)cc1 (stereo not drawn),-1,?,1%,4%,-1%,27%,3%,-1%,-20%
O=C1/C(=C\c2ccc(Cl)c(Cl)c2)N2CCC1CC2,5,nt,?,-13%,7%,27%,2%,4%,-20%
CC(=O)Nc1nnc(CCN(CCc2nnc(NC(C)=O)s2)[N+](=O)[O-])s1,-1,nt,1%,-25%,-9%,44%[activator],3%,2%,-11%
CCOP(=O)(OCC)/C(=N/OC(=O)c1ccc(Cl)cc1Cl)C(N)=O,1,50µM*,2%,-20%,i,76%[activator],-3%,-16%,-2%
FC(F)(F)Oc1ccc(C2NCc3ccccc3-n3cccc32)cc1 (stereo not drawn),-4,?,1%,-22%,-9%,-8%,-33%,-7%,?
N/C(=N\[N+](=O)[O-])N1CCN(C(=O)OC2CCCC2)CC1,1,23%,6%,10%,nt,42%[activator],-6%,-3%,4%
CC(=O)OC1N=C(c2ccccc2)c2cc(Br)ccc2N(C)C1=O (stereo not drawn),3,18%[0.0925 µM],1%,-15%,1%,28%,-5%,0%,-7%
COC(=O)C1=C(c2ccc(OC(F)(F)F)cc2)C[C@@H]2CC[C@H]1N2C(=O)N1CCOCC1,-1,8%[2.33 µM],-4%,-16%,-7%,19%,-14%,-9%,5%
COC(=O)C1=C(c2ccc3ccccc3c2)C[C@@H]2CC[C@H]1N2C(=O)NCc1ccco1,-1,10%[0.501 µM],-6%,35µM*,-3%,-16%,?,-21%,50µM*

# Retrieved one by one from the entries so far (two):
SMILES,PI4K2A block,G9a block,GLS inhibitor,Pol eta inh,Tb PGK inh,HP1b chromo inh,JMJD2A Tudor inh,Pin1 inh,BAZ2B inh
O=C(COc1ccccc1)N1CCN(C2CCCC2)CC1,11,10µM*,6%,15%,-3%,-55%,7.9µM*,-2%,-106%
CCOC(=O)c1ccc(-n2c(N)c(C(=O)NCC3CCCO3)sc2=S)cc1 (stereo not drawn),-1,10µM*,-17%,9%,0%,14µM*,?,-3%,?

# More entries
SMILES,PI4K2A block,G9a block,GLS inhibitor,Pol eta inh,Tb PGK inh,HP1b chromo inh,JMJD2A Tudor inh,Pin1 inh,BAZ2B inh
COC(=O)C(C)NC(=S)N1CC2C[C@@H](C1)Cn1c2cccc1=O (stereo partly drawn),5,3%,-3%,-1%,4%,10%,-12%,2%,0%
CCCOc1ccccc1C1SCC(=O)Nc2c1c(=O)[nH]n2C(C)CCC (stereo not drawn),0,-14%[59 µM],-8%,-5%,1%,13%,-19%,2%,nt
CC(C)(C)c1ccc(C(=O)NCCN2CCOCC2)cc1,-6,nt,0%,4%,i,44%[activator],-16%,0%,nt
COc1ccc(CNCCc2c[nH]c3ccccc23)c(OC)c1C,7,16µM*,-4%,-3%,-3%,?,5.6µM*,-1%,56µM*
COc1ccc(NC(=S)N2Cc3ccccc3-n3nncc3C2)c(OC)c1,-3,nt,24%,-14%,-3%,nt,nt,nt,nt
O=C(C1CC(c2ccc(F)cc2)=NO1)N1CCC2(CC1)OCCO2 (stereo not drawn),6,23%[12.7 µM],14%,-3%,2%,13%,-11%,2%,7%
COc1cccc(CSc2nc(-c3ccccc3OC)nc3c2Cc2c(CO)cnc(C)c2O3)c1,1,?,-3%,-9%,2%,8%,-33%,20%,-34%
Cc1ccc(-n2c(O)c(/C=N/Nc3ccccc3)c(=O)[nH]c2=O)cc1C,-20,7.9µM*,25%,8%,-8%,25%,-24%,12%,-24%
C=C(C)CSc1nnc([C@@H](N)Cc2c[nH]c3ccccc23)o1,-1,nt,3%,-21%,-2%,41%[activator],-33%,2%,-28%
CO[C@@H]1C=CC23c4cc5c(cc4CO[C@]2(O)CN(C)[C@H]3C1)OCO5 (stereo partly drawn),-8,nt,15%,-10%,6%,42%[activator],-11%,3%,nt
FC(F)=C(F)CCSc1ncn[nH]1,-21,28%[59 µM],6%,-8%,8%,18%,-7%,-1%,-1%
Cn1c(O)c(/C=N/NC(=O)c2ccncc2)c(=O)[nH]c1=S,-2,nt,15%,-27%,-10%,56%[activator],79µM*,68%[activator],18%
Cn1cc(C=C(C#N)C#N)c2ccccc21,3,nt,-1%,-10%,-2%,79%[activator],-9%,?,-21%
N=C1C(c2ccccc2)=C(O)CN1Cc1ccco1,11,5%,-3%,-12%,i,23%,0%,6%,0%
CN(C(=O)Oc1ccc(Cl)c2cccnc12)c1ccccc1,-4,13%[59 µM],6%,-14%,-8%,25%,-10%,-1%,7%
CCCOC(=O)c1ccccc1C(=O)OCCC,2,-5%[0.501 µM],-1%,-6%,-8%,30%[activator],-11%,-4%,28%
O=S(=O)(F)c1ccc2nc(-c3cccc(Sc4ccccc4)c3)cc(Cl)c2c1,0,17%[59 µM],-4%,-6%,-3%,35%,-2%,9%,3%
CCC1(C2=NCCN2)Cc2ccccc2O1 (stereo not drawn),0&0&2,-16%[59 µM],3%&22%,0%,-9%,15%,-10%,-6%,-6%
C/C(=C/CCC(C)[C@H]1CC[C@@]2(C)C3=C(CC[C@]12C)[C@@]1(C)CCC(=O)C(C)(C)[C@@H]1CC3)C(=O)O (stereo partly drawn),0,?,5%,79µM*,-4%,10%,63µM*,39%[activator],?
COC(=O)C1=C(c2ccc(F)cc2OCc2ccccc2)C[C@@H]2CC[C@H]1N2C(=O)NCc1ccc2[nH]ccc2c1,-1,5%[0.501 µM],5%,-12%,-2%,1%,-31%,10%,-12%
O=C(CSc1nnc(NC(=O)c2ccccc2[N+](=O)[O-])s1)NCc1ccco1,-6,9%,-1%,?,-3%,24%,-12%,-11%,-24%
COC(=O)C1=C(c2cccc(OC)c2OC)C[C@@H]2CC[C@H]1N2C(=O)NCC1CC1,0,nt,0%,11%,-3%,37%,-19%,-2%,nt
O=C(NC1CN2CCC1CC2)c1cccc(Cl)c1 (stereo not drawn),0,4%,4%,-13%,-7%,-1%,-8%,0%,3%
CC(C)n1c(=O)c(C=Nc2cccc([N+](=O)[O-])c2)c(O)n(CCc2ccccc2)c1=O,-7,10µM*,-3%,-22%,i,-7%,?,42%[activator],?
ClCC(Br)CBr (stereo not drawn),1,14%[0.501 µM],-1%,-5%,5%,39%[activator],-10%,4%,9%
COC(=O)c1ccc(Cl)c(NC(=O)CN2CCN(Cc3ccccc3)CC2)c1,0,11µM*,-5%,-29%,-1%,27%,-9%,6%,4%
Cc1cccc(-n2c(/C=C/c3c[nH]c4ccccc34)nc3ccccc3c2=O)c1,3,-2%[59 µM],-8%,-27%,-5%,33%,-6%,?,0%
COc1cccc(-n2c(CN3CCOCC3)nc3ccc([N+](=O)[O-])cc3c2=O)c1,3,45µM*,-2%,-12%,-8%,12%,-17%,1%,-7%
Oc1ccc2c3c1O[C@H]1c4oc5ccccc5c4C[C@@]4(O)[C@@H](C2)N(CC2CC2)CC[C@]314,1,-8%[59 µM],55%[activator],-25%,-4%,50%[activator],-32%,-4%,-20%

# These rows are one share of the data; count on the stated rates, not on these rows.
